Cdc42 wt = modulators of GTP binding to wildtype Cdc42, primary screen, biochemical, multiplex bead flow cytometry, Bodipy-GTP | GST-Cdc42 beads; actives lie on both sides | percent activity (GTP binding), % at 10 µM | actives 0.2% (n = 190,000) | AID 761, 2007;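 active = percent activity GTP binding at least 20 points away from the 100% baseline, either down as inhibitor or up as activator; inconclusive = compound flagged as likely green fluorescent from well-wide comparison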;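 also: median bead fluorescence of bound Bodipy-FL-GTP at 100 nM; 0% = excess unlabeled GTP control and 100% = no compound control; below 100% means less GTP binding so inhibitor and above means activator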
Target sequence (P60953 whole entry, looked up): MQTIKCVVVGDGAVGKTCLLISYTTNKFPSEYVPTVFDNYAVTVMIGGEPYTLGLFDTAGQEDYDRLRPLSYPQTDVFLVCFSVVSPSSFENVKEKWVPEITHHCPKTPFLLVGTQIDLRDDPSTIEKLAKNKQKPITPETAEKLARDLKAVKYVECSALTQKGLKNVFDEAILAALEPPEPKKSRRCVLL
Rab7 wt modul = modulators of GTP binding to Rab7, primary screen, biochemical, wildtype, multiplex bead flow cytometry; GST-Rab7 beads, fluorescent GTP binding; actives lie on both sides; untreated = 100%, excess cold GTP = 0%; GTP binding activity (percent of control), % at 10 µM; actives 0.055% (n = 190,000);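 active = fluorescent GTP binding to Rab7 beads changed by at least 20 points from the 100% baseline, either direction, mostly lower; inconclusive = compound itself probably fluorescent, or too few beads counted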;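 also: median green fluorescence of bound Bodipy-FL-GTP per Rab7 bead population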
Rab2A wt mod = modulators of GTP binding to Rab2A wildtype, primary screen, biochemical, dog, bead-based flow cytometry, multiplex. Ras-related protein Rab-2A (Canis lupus familiaris), P61105. GST-Rab2 wt beads, Bodipy-GTP binding. GTP binding activity, % at 10 µM. actives 0.19% (n = 190,000);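 active = GTP binding activity at least 20 points away from 100%, either lowered or raised; inconclusive = signal likely due to the compound's own green fluorescence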;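 also: 0% = beads with excess unlabeled GTP and 100% = no-compound control corrected for plate trend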
ABCB1 block = ABCB1 efflux pump inhibitors, primary screen, cell-based, multiplex, flow cytometry, ABCG2 counter-screen. ATP-dependent translocase ABCB1 (Homo sapiens), P08183. CCRF-Adr cells, JC-1 efflux. inhibition, % at 6.6 µM. actives 0.067% (n = 190,000). AID 1326, 2008; in the data active = inhibition above about 40%;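 also: 0% = vehicle and 100% = reference inhibitor; higher value means more JC-1 retained so stronger ABCB1 efflux block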
Rac1 act GTP bind = GTP binding modulators of activated mutant Rac1, primary screen, biochemical, bead-based flow cytometry, multiplex, fluorescent GTP | Ras-related C3 botulinum toxin substrate 1 (Homo sapiens), P63000 | GST-Rac1 activated beads; actives lie on both sides; 100% means binding = to untreated wells | percent activity (GTP binding), % at 10 µM | actives 0.11% (n = 190,000) | AID 764, 2007;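 active = GTP binding at least 20 percentage points away from the 100% baseline, in either direction, so actives lie on both sides; inconclusive = Compound likely fluorescent itself, or too few beads counted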
ABCG2 block = ABCG2 efflux pump inhibitors, primary screen, multiplex with ABCB1, IgMXP3 cells, flow cytometry. Broad substrate specificity ATP-binding cassette transporter ABCG2 (Homo sapiens), Q9UNQ0. JC-1 efflux. inhibition, % at 6.6 µM. actives 0.1% (n = 190,000). AID 1325, 2008;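 active = inhibition above 80%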;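 also: 0% = DMSO and 100% = nicardipine control wells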
Target sequence (Q9UNQ0 whole entry, looked up): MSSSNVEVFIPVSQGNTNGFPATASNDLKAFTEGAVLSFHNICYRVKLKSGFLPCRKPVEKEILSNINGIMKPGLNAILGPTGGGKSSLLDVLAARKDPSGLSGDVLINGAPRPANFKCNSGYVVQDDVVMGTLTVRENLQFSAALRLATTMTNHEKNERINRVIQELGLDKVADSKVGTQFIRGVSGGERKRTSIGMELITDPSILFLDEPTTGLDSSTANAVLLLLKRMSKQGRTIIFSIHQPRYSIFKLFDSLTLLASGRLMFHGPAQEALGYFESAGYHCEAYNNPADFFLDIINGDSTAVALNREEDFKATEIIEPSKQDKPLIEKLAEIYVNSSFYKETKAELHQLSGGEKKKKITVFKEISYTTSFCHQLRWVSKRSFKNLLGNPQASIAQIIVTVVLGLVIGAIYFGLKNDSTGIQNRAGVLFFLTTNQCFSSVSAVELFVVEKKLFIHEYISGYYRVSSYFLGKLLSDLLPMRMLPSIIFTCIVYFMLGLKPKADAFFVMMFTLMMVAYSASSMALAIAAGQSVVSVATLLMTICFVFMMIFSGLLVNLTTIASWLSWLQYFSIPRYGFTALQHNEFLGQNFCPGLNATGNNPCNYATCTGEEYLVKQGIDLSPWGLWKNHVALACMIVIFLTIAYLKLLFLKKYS
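material = IgMXP3 (ABCG2) plus far-red-tagged CCRF-Adr (ABCB1) cells | amount = 3 million cells/mL, equal mix of both lines | also added = JC-1 transporter substrate | dosing = one concentration, 6.6 µM final | schedule = 10 min at 25 °C | measured by = flow cytometric JC-1 green MFI at 530 nm | read-out basis = percent efflux inhibition, scaled nicardipine 100% to DMSO 0%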
Pf gamet viab = late stage P. falciparum gametocyte viability inhibitors, primary screen, ATP luminescence, HTS; P. falciparum stage V gametocytes, 24 h; inhibition, % at 10.9 µM; actives 0.065% (n = 150,000);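 active = inhibition above the mean plus 3 SD of compounds within the control limits, set per campaign, cut at about 38% in these data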;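 also: 0% = DMSO wells and 100% = medium only without gametocytes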
Avidin bead fluor = green autofluorescence of compounds with avidin beads – biophysical, 488/530 nm, flow cytometry, artefact control, profiling panel. compound fluorescence 488/530 nm; active compounds read high. fluorescence (KMESF) at 10 µM. actives 0.38% (n = 220,000). AID 1775, 2009; in the data active = fluorescence above about 47; also: inactives centre near 10
HRas wt GTP bind = modulators of GTP binding to HRas wildtype, primary screen, biochemical, bead-based flow cytometry, multiplex; GST-Ras wt beads, Bodipy-FL-GTP binding; actives lie on both sides; AID 759, 2007; GTP binding activity, % at 10 µM; actives 0.14% (n = 190,000); GTPase HRas (Homo sapiens), P01112;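 active = GTP binding activity at least 20% away from the 100% baseline, either lowered as inhibitor or raised as activator; inconclusive = flagged as likely green fluorescent, judged across all proteins in the well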;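 also: 0% = unlabeled GTP competition control and 100% = no-compound control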
Target sequence (P01112 whole entry, looked up): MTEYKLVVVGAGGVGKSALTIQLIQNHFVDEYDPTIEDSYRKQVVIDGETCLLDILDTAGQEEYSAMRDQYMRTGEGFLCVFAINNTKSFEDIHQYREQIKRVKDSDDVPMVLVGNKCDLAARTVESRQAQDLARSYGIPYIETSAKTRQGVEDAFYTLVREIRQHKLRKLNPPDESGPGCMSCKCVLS
GSH bead fluor = compound fluorescence on glutathione beads, profiling panel, artefact control, biophysical, 488/530 nm, flow cytometry | GSH beads flow cytometry, compound fluorescence 488/530 nm; active compounds read high | fluorescence (KMESF) at 10 µM | actives 0.25% (n = 190,000) | AID 1776, 2009; in the data active = fluorescence above about 89;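 also: glutathione beads carrying GST-tagged Bcl family fusion proteins plus one bare bead set; values are compound well signal with DMSO vehicle wells as background; inactives centre near 16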
Rac1 wt GTP bind = wildtype Rac1 GTP binding modulators, primary screen, biochemical, GST-Rac1 beads, flow cytometry, multiplex. AID 757, 2007. Ras-related C3 botulinum toxin substrate 1 (Homo sapiens), P63000. actives 0.27% (n = 190,000). GTP binding activity (% of control), % at 10 µM. fluorescent GTP binding; actives lie on both sides; 0 = cold GTP competed, 100 = untreated;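 active = GTP binding activity at least 20 points away from the 100% control level, either lower or higher; inconclusive = compound flagged as likely green fluorescent, judged across all proteins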
The depositor's hits bear a star; ? = inconclusive; · = not tested or not shown.

SMILES	Cdc42 wt	Rab7 wt modul	Rab2A wt mod	ABCB1 block	Rac1 act GTP bind	ABCG2 block	Pf gamet viab	Avidin bead fluor	HRas wt GTP bind	GSH bead fluor	Rac1 wt GTP bind
CC1CC(C)CN(Cc2nc(N)nc(Nc3ccc4ccccc4c3)n2)C1 (stereo not given)	103	100	101	0.8	100	3	-5	9	103	14	111
COc1ccc(CCNS(=O)(=O)c2ccc(F)cc2)cc1OC	103	102	103	-0.3	101	21	4	4	103	13	104
CCN(CC)CCN(CC(=O)N(C1CCCCC1)C1CCCCC1)C(=O)c1ccco1	98	109	100	0.4	97	1	-3	10	100	13	103
CCOc1ccc(NC(=O)Cn2cncc2-c2ccc([N+](=O)[O-])cc2)cc1	97	96	93	0.2	95	23	9	5	95	14	96
CC(Sc1nc2c([nH]c3ccccc32)c(=O)n1C)c1ccccc1 (stereo not given)	96	104	100	0.1	96	0	·	25	99	11	101
CCCSc1nnc2c(n1)OC(c1cccn1C)N(C(C)=O)c1ccccc1-2 (stereo not given)	103	99	101	1.1	96	7	·	10	100	25	105
Nc1nc2ccc(-c3nc4ccccc4o3)cc2s1	96	93	95	0.2	95	2	·	21	96	16	100
OCCN(CCO)Cc1ccc(Br)cc1	97	91	98	0.1	98	1	-39	7	96	15	105
CCCC1NC(=S)NC(C)=C1C(C)=O (stereo not given)	95	104	98	0.3	97	1	15	8	99	12	101
Cc1cc(C)n2c(=S)[nH]nc2n1	97	94	95	0.3	95	1	-45	4	96	37	96
O=C(NC1(C(F)(F)F)C(=O)Nc2c1c(=O)[nH]c(=O)n2-c1ccc(F)cc1)c1cccnc1 (stereo not given)	97	99	99	0.2	98	1	·	7	99	11	98
Cc1nc(N2CCC(C)CC2)c2c(C)c(C(=O)Nc3cc(F)ccc3C)sc2n1	92	98	95	0.3	90	3	-13	12	93	11	92
CCOc1cc(NS(=O)(=O)CC)c(OCC)cc1NC(=O)c1ccco1	99	91	97	0.9	97	57	·	36	97	27	102
CC1CCCC(C)N1C(=O)Cn1cc(C#N)c2ccccc21 (stereo not given)	102	105	101	1.2	98	2	·	10	101	19	102
CCN(CC(=O)NCc1ccc(F)cc1)C(=O)COc1ccc2ccccc2c1	100	104	99	1.4	100	9	-5	11	99	16	99

Brought forward from above: 3 compounds, then new ones.
SMILES	Cdc42 wt	Rab7 wt modul	Rab2A wt mod	ABCB1 block	Rac1 act GTP bind	ABCG2 block	Pf gamet viab	Avidin bead fluor	HRas wt GTP bind	GSH bead fluor	Rac1 wt GTP bind
CCOc1cc(NS(=O)(=O)CC)c(OCC)cc1NC(=O)c1ccco1	99	91	97	0.9	97	57	·	36	97	27	102
CC1CCCC(C)N1C(=O)Cn1cc(C#N)c2ccccc21 (stereo not given)	102	105	101	1.2	98	2	·	10	101	19	102
CCN(CC(=O)NCc1ccc(F)cc1)C(=O)COc1ccc2ccccc2c1	100	104	99	1.4	100	9	-5	11	99	16	99
O=C(Nc1ccc(Cl)cc1C(=O)Nc1ccncc1)c1ccco1	102	104	104	-1.7	100	0	·	7	103	31	104
OC(COc1ccc2ccccc2c1)Cn1ccnc1 (stereo not given)	98	97	97	0.4	96	5	·	7	98	51	98
COCCn1ccc(O)c(Cc2ccc(Cl)cc2)c1=O	100	101	101	-2.3	100	0	2	7	101	32	102
CC(=O)OC1C(OC(C)=O)N(C(C)=O)C(=O)N1C(C)=O (stereo not given)	101	97	100	0.5	98	3	·	7	101	53	99
COc1cc(-c2n[nH]c(=O)o2)cc(OC)c1OC	101	98	96	-0.6	97	38	-4	20	98	19	104
O=C(C1CCN(C2CCN(Cc3cccc4c3OCO4)CC2)CC1)N1CCOCC1	95	104	98	0.2	97	1	-16	8	100	9	97
CC(=O)COc1ccc2c3c(c(=O)oc2c1C)CCCCC3	97	96	95	0.5	96	4	13	39	96	12	94
CCCCC(NC(C)=O)c1nc2ccccc2n1CCCC (stereo not given)	102	100	99	0.5	99	1	·	5	100	30	101
CCc1ccc(NC(=S)NC2CC3CCCC(C2)N3Cc2ccccc2)cc1 (stereo not given)	97	93	97	1.1	99	2	-50	9	98	31	98
CCCOc1ccc(C(=O)O/N=C(\CC)c2ccc(C)cc2)cc1	100	99	95	0.2	100	6	-6	2	97	7	98
O=C(CSc1nc(-c2ccc(F)cc2)nc2c1Cc1ccccc1O2)Nc1cccc(C(=O)O)c1	93	94	91	-2.1	94	-10	-3	11	93	13	96
CCOC(=O)c1oc2cc(O)ccc2c(=O)c1-c1ccccc1OC	104	95	102	0.2	100	4	·	9	103	27	105
C=CCc1cccc(/C=N/n2cnnc2)c1O	105	95	102	0.6	101	5	-8	14	103	17	103
O=C1Oc2ccccc2C(=O)/C1=C\N1CCN(c2ccccc2)CC1	93	97	94	0.4	93	1	-12	10	98	12	94
CCN1CCCC1CNC(=O)CSc1cc(=O)n(CC)c2ccccc12 (stereo not given)	?	?	?	0.6	?	2	-7	13	?	15	?
O=C(NC(=S)Nc1ccc(C(F)(F)F)cc1)c1csnn1	97	99	97	0.3	96	2	11	9	96	18	99
CC1CCN(C(NC(=O)c2ccco2)C(=O)c2ccccc2)CC1 (stereo not given)	100	95	96	0.4	98	4	·	9	99	9	99
Cn1nc(-c2ccc(Cl)cc2)c2cc(C(=O)N3CCN(c4ccccn4)CC3)sc21	97	96	97	4.8	98	3	·	7	97	24	98
COc1ccc(CCNC(=O)COC(=O)c2ccc(Br)o2)cc1OC	102	100	101	0.0	100	0	12	9	102	17	103
COc1c(O)ccc(C2NC(=O)NC(C)=C2C(=O)Nc2ccccc2C)c1[N+](=O)[O-] (stereo not given)	99	106	99	0.4	95	2	14	3	100	11	97
Cc1ccccc1N(CC(=O)Nc1ccc(S(=O)(=O)N2CCOCC2)cc1)S(C)(=O)=O	95	93	96	-0.1	95	1	-2	10	97	12	96
CC(=O)Nc1ccc(S(=O)(=O)N(C)CC(=O)N/N=C/c2cccc(O)c2)cc1	97	105	99	0.2	94	1	0	22	101	18	101
CCC(CC)c1nnc(NC(=O)Cc2ccccc2[N+](=O)[O-])s1	95	104	98	0.4	95	4	-12	10	93	18	101
Cc1cc(NC(=O)CCl)n(-c2nc3ccccc3s2)n1	96	97	101	0.3	95	4	4	11	97	13	98
COc1cccc(C2c3c(-c4cc(Cl)c(C)cc4O)n[nH]c3C(=O)N2Cc2cccnc2)c1 (stereo not given)	99	97	102	1.7	99	40	·	16	98	34	105
S=C1NC2=C(CCCC2=C2SCCS2)C(c2ccccc2)N1 (stereo not given)	90	95	94	-0.3	92	-1	-12	13	93	12	92
O=C1CC(N(O)C2CC(=O)N(Cc3ccccc3)C2=O)C(=O)N1Cc1ccccc1 (stereo not given)	100	95	96	0.1	97	0	·	8	99	6	99
O=C(N/N=C/c1ccccc1OC(F)F)C1=COCCO1	96	97	96	0.4	94	2	29	24	97	7	97
O=C(O)CNC(=S)N(Cc1cccs1)C1CCCCC1	104	99	98	-0.1	98	1	14	11	99	13	100
O=c1cc(CN2CCN(c3ccccn3)CC2)nc2sccn12	100	99	98	0.6	97	2	-9	10	100	16	99
CC1(C)c2ccccc2N2CC(=O)NC21/C=C/c1ccco1 (stereo not given)	104	100	100	0.3	99	2	·	32	102	21	104
Oc1cnn(-c2ccccc2)c1	101	102	100	-5.5	101	-8	-16	9	102	11	106
CCn1c(C)c(C(C)=O)cc(C#N)c1=O	98	102	95	0.8	97	7	19	11	97	20	99
CCOc1ccc2nc(COC(=O)c3ccco3)c(C(C)=O)[n+]([O-])c2c1	105	99	102	1.1	99	6	-7	17	102	19	101
Cc1nnc(NC(=O)c2ccc(C)c(S(=O)(=O)N3CCOCC3)c2)s1	107	101	100	0.4	104	3	·	6	102	46	113
Cc1ccc(C)c(OCCSc2nnc(C)c(=O)[nH]2)c1	99	96	95	0.1	96	4	13	10	94	15	101
COc1ccc(C(=O)Nc2cc(C(F)(F)F)ccc2-n2cncn2)cc1	103	99	99	0.4	99	3	·	9	101	25	102
Cc1cccc(NS(=O)(=O)c2ccc3nc(-c4ccccc4)[nH]c3c2)c1C	105	99	99	-0.5	100	0	12	15	100	3	109
O=C1CCCN1CC(O)CS(=O)(=O)c1ccc(Cl)cc1 (stereo not given)	108	102	106	0.5	101	2	16	7	106	26	104
CCOc1ccccc1OCCn1ncc2ccc(OC)c(OC)c2c1=O	106	106	106	-0.6	103	38	-31	13	103	37	110
O=C(CSc1nnc(-c2ccccc2Br)o1)N1CCN(C(=O)c2ccco2)CC1	99	90	97	0.4	98	1	23	3	95	12	106
Cn1nc([N+](=O)[O-])nc1Sc1cccc2cccnc12	96	98	94	0.1	94	2	4	14	96	10	96
FC(F)Oc1ccc(-c2csc(NNC3=NCCCCC3)n2)cc1	94	105	98	0.3	93	3	-39	9	95	13	96
CCCc1cc(=O)[nH]c(SCC(=O)N(C)CC(=O)Nc2ccc(C)cc2)n1	97	99	97	0.3	96	0	12	15	98	49	104
Cn1c(SCC(=O)Nc2ccc3cn[nH]c3c2)nnc1-c1cccs1	100	100	100	0.9	98	9	·	14	98	14	101
Cc1ccc(CNC(=O)C2CCN(S(=O)(=O)c3c(C)noc3/C=C/c3ccco3)CC2)cc1	103	101	101	2.3	101	2	·	6	101	26	104
COc1cccc(C2C(C#N)=C(N)Oc3cc(C)n(Cc4ccco4)c(=O)c32)c1 (stereo not given)	100	102	98	-0.1	98	-1	·	6	101	26	100
c1cc2nc(C34CC5CC(CC(C5)C3)C4)[nH]c2cn1	101	97	99	3.9	99	22	7	13	99	20	102

Screens as filed in PubChem.
